CF NFkB inh: cystic fibrosis NF-kB activation inhibition. inhibition, % at 5 µM. KKLEB NF-kB-GFP reporter, PAF-induced, GFP fluorescence overnight. 360,000 compounds, 0.86% hits;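 active = at least 50% inhibition at 5 µM, scaled per plate between neutral and stimulator controls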;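 note: PAF is a Pseudomonas aeruginosa culture filtrate used as stimulus; plate controls were PAF-stimulated DMSO wells for no effect and unstimulated DMSO wells for full effect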
HIF-2a block: HIF-2a inhibition; inhibition, % at 18.8 µM; 786-0 RCC cells HIF-2a reporter, luciferase luminescence, overnight; 360,000 compounds, 0.72% hits;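 active = inhibition of the luminescence signal of 40% or more relative to plate controls, in a single-dose primary screen at 18.75 µM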
KKLEB tox: CF airway cell cytotoxicity counter-screen; activity change (cytotoxicity), % at 5 µM; KKLEB CF airway cells viability, ATPlite luminescence, overnight; active compounds read low; cells stimulated with P. aeruginosa culture filtrate; 360,000 compounds, 0.36% hits;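 active = corrected activity change at or below -50% at 5 µM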
NR2E3 ag-1: activates human NR2E3 receptor. Q9Y5X4. CHO-S Gal4-NCOR/VP16-NR2E3 two-hybrid, luciferase. inhibition of corepressor binding, % at 3.98 µM. 360,000 compounds, 0.35% hits. AID 602229;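 active = inhibition above the mean of all tested compounds plus 3 SD, cut at about 70% in these data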;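 note: 0% = DMSO with NR2E3 transfected cells and 100% = cells lacking NR2E3 construct; higher means lower luciferase signal from less NR2E3 corepressor binding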
Target sequence (Q9Y5X4 whole entry, looked up, the tested form may be a part): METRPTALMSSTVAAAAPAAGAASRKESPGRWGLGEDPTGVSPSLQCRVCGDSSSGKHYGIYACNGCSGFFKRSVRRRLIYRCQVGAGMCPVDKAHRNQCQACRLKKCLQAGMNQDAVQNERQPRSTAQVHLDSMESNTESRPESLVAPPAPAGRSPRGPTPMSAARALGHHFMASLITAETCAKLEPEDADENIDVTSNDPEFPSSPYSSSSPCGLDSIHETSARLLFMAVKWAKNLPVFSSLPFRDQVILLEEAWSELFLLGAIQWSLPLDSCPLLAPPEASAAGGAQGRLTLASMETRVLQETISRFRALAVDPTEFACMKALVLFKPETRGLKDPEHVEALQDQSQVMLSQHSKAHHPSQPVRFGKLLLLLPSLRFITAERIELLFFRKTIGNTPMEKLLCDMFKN
TRPM1 prom inh: inhibitors of MITF-driven TRPM1 promoter in melanoma cells. SK-MEL-5 TRPM1 promoter luciferase, 24 h. inhibition, % at 12.5 µM. 330,000 compounds, 0.83% hits. AID 488899;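 active = mean inhibition across replicates of 60% or more, whatever share of single replicates reaches that level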; note: values of inactives mirror those of a sister screen read the other way
Shn3 inh set2: reduces Shn3 3'UTR luciferase signal in osteoblasts. AID 588674. Clone20 osteoblast Shn3 3'UTR firefly luciferase, 24 h. inhibition, % at 12.5 µM. 360,000 compounds, 0.52% hits;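 active = mean inhibition of at least 75% with every replicate also reaching 75%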;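 note: 0% = median of neutral control wells and 100% = pilot-screen positive control compound; some compounds past the cut are filed as inactive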
Peg3 promoter: inhibitors of Peg3 promoter. 360,000 compounds, 1.7% hits. inhibition, % at 20 µM. HeLa PEG-Prom luciferase reporter, luminescence, overnight;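 active = inhibition of at least 50% at 20 µM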
TWEAK Fn14 block: inhibitors of TWEAK-Fn14 interaction signaling; TWEAK-stimulated Fn14 reporter cells, luciferase luminescence, 8 h; inhibition, % at 10 µM; 360,000 compounds, 2% hits; AID 1159606; in the data active = inhibition above about 50%
hiPSC survival: increases survival of single human iPS cells; 360,000 compounds, 0.044% hits; hiPSC single-cell survival, ATPlite luminescence; 100% = ROCK inhibitor wells, 0% = DMSO; survival enhancement, % at 20 µM; in the data active = survival enhancement above about 18%;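 note: cells exposed to compounds for 16 hours before the ATP read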
aDG glyco act: alpha-DG glycosylation activation. AID 624168. Pro5-aDG cells, alpha-DG glycosylation AlphaScreen (IIH6); 0% Pro5, 100% B10-LARGE cell signal. activation, % at 10 µM. 360,000 compounds, 0.22% hits;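 active = activation of at least 8% versus controls, or a plate z-score of at least 8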;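 note: Pro5 are CHO cells carrying HIG-tagged alpha-DG that lacks glycosylation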
NR2E3 ag-2: activates human photoreceptor nuclear receptor NR2E3; Q9Y5X4; GST-NR2E3/biotin-RetCOR TR-FRET, 1536-well; inhibition of corepressor binding, % at 4.78 µM; 320,000 compounds, 0.12% hits; AID 2300;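 active = percent inhibition above the cutoff of mean plus 3 SD of all tested compounds, set per screening campaign, cut at about 20% in these data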;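 note: 0% = DMSO wells and 100% = biotin wells as full block of FRET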
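Material – GST-tagged NR2E3 plus biotinylated RetCOR corepressor · Quantity – NR2E3 fusion 1.35 nM · Times – 5 h incubation at 4 °C · Medium – pH 7.5 Tris-based buffer · Technique – TR-FRET, Eu(K)-anti-GST donor, streptavidin-D2 acceptor, ex 340, em 617/671 nm · Benchmarks – high control biotin, low control 0.6% DMSO · Format – 1536-well plates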
* marks the source's active call; other numbers are inactive results; x = not tested or not shown; & = joins results of further samples.

| cpd | smiles | TRPM1 prom inh | Shn3 inh set2 | hiPSC survival | aDG glyco act | Peg3 promoter | HIF-2a block | NR2E3 ag-2 | NR2E3 ag-1 | CF NFkB inh | TWEAK Fn14 block | KKLEB tox |
| --- | --- | --- | --- | --- | --- | --- | --- | --- | --- | --- | --- | --- |
| 1 | CCOc1ccc(-c2cc(C(=O)NC3CCCCC3)[nH]n2)c(C)c1 | x | -22 | 0.7 | 0.7 | -130 | -145 | x | -38 | -13 | -34 | 10 |
| 2 | COC(=O)CC1CC2(C(=O)OC)c3[nH]c4ccccc4c3CCN2C1=O (centres undefined) | x | -5 | -0.1 | 0.5 | 13 | 10 | x | 3 | 12 | 16 | -5 |
| 3 | CCn1c(SCC(=O)NCC2CCCO2)nc2c([nH]c3ccccc32)c1=O (centres undefined) | 17 | -39 | 0.0 | -0.2 | 5 | 8 | 4 | -20 | -23 | 12 | 12 |
| 4 | COc1ccccc1NS(=O)(=O)c1ccc2c(c1)OCCO2 | 2 | -3 | 0.1 | 0.4 | 3 | 4 | x | 20 | -2 | 4 | 7 |
| 5 | Cc1cc(SCC(=O)OCC(=O)N(CCC#N)c2ccccc2)nc2ccccc12 | -3 | 4 | 0.3 | -0.2 | -9 | 3 | -1 | 8 | -12 | 8 | 16 |
| 6 | CC(C)CC(NC(=O)C(NC(=O)OC(C)(C)C)C(C)C)C(=O)NC(CCC(=O)OCc1ccccc1)C(N)=O (centres undefined) | 2 | -4&18 | -2.7 | -0.1 | 16 | 23 | 0 | -5 | 4 | 10 | 6 |
| 7 | COc1ccc(CCNC(=O)c2ccc(NC(=O)CC3SC(N4CCCCC4)=NC3=O)cc2)cc1 (centres undefined) | 8 | -86 | 1.5 | -0.2 | -14 | -3 | x | 3 | -15 | -8 | 5 |
| 8 | Cc1ccc(NC(=O)N2CCC(c3nc4c(nnn4Cc4c(F)cccc4Cl)c(=O)[nH]3)CC2)cc1 | 2 | 10 | 4.9 | 0.0 | 25 | 33 | 0 | -45 | -9 | 19 | -4 |
| 9 | CC(OC(=O)CNC(=O)C12CC3CC(CC(C3)C1)C2)C(=O)Nc1ccc(N2CCOCC2)cc1 (centres undefined) | -7 | -26 | -0.5 | -0.1 | -33 | -44 | 1 | -4 | -7 | 2 | 10 |
| 10 | N#Cc1ccccc1CSC1=NCCS1 | 1 | -1 | 4.8 | 0.1 | -18 | -25 | 1 | -10 | -10 | -5 | 13 |
| 11 | Cc1ccc(N(CC(=O)NCCc2ccc(Cl)cc2)S(=O)(=O)c2c(C)noc2C)cc1 | 12 | 6 | 0.0 | 0.3 | 18 | 16 | -2 | -28 | 7 | -9 | -8 |
| 12 | O=S(=O)(NC(=S)c1ccccc1)c1ccc(Cl)cc1 | 6 | 2 | -0.1 | 1.3 | 8 | -5 | 3 | -21 | -16 | 17 | 8 |
| 13 | CC(=O)c1cccc(NS(=O)(=O)c2ccc(N/C=C\C(=O)c3ccc(C)cc3)cc2)c1 | 6 | 85 | -1.1 | 2.2 | 26 | 6 | 3 | 4 | -5 | 12 | 2 |
| 14 | CC(=O)N1c2ccccc2NC2=C(C(=O)CCC2)C1c1cccnc1 (centres undefined) | 3 | -4 | 3.3 | -0.2 | 0 | 15 | 5 | 1 | 7 | 9 | 2 |
| 15 | CCc1nc2ccc(C(=O)NCCC(C)C)cn2c1N(CC)CCN(C)C | x | 8 | 1.2 | -0.1 | -7 | 8 | x | 10 | -9 | -6 | 11 |
| 16 | NNC(=O)c1cc(-c2ccco2)[nH]n1 | 0 | -14 | -2.7 | 0.4 | -6 | 6 | 2 | -12 | -4 | 8 | 7 |
| 17 | C/C=C/c1ccc(OC)c(OC(C)=O)c1 | 1 | -5 | -2.1 | 0.3 | 2 | -1 | 0 | -29 | 2 | 0 | 2 |
| 18 | CCN(CC)C(=O)[C@H]1CC(CC(=O)NCC23CC4CC(CC(C4)C2)C3)C(=O)N2CCc3c([nH]c4ccccc34)[C@]12C (some centres undefined) | 23 | -12 | 0.2 | 0.1 | 4 | -14 | x | -27 | 25 | 30 | -10 |
| 19 | Cc1nc2c(OCc3ccccc3)cccn2c1N(C)C(=O)C1CCCCC1 | x | 1 | -0.1 | 0.4 | 12 | 14 | x | -11 | -20 | 0 | 19 |
| 20 | O=C(COc1ccc([N+](=O)[O-])cc1)NCC(c1cccs1)N1CCOCC1 (centres undefined) | 3 | -29 | -0.3 | -0.2 | 12 | 7 | 0 | -13 | 6 | -3 | -5 |
| 21 | CCN(CCCNC(=O)CCNC(=O)Cn1cnc2ccccc2c1=O)c1cccc(C)c1 | 4 | -5 | 0.0 | -0.1 | -3 | 13 | -3 | -11 | -11 | 11 | 3 |
| 22 | O=C(N/N=C/c1ccc(O)cc1O)C1CC1 | x | 1 | -0.5 | -0.1 | -8 | 14 | -4 | -28 | 5 | -5 | -3 |
| 23 | COc1ccccc1Nc1ncc(-c2cccs2)s1 | -70 | -103 | -2.1 | 0.3 | -310 | -251 | 0 | -129 | -14 | -6 | -13 |
| 24 | Cc1nn(-c2ccc(F)cc2)c2sc(C(=O)OCC(=O)N3CCC(C)CC3)cc12 | -3 | -8 | -1.8 | 1.0 | 22 | 13 | -2 | 4 | -23 | -15 | -3 |
| 25 | CCOc1ccc(NC(=O)c2cc(S(=O)(=O)N3CCCCC3)c[nH]2)cc1 | x | -2 | -1.2 | 0.4 | 12 | 9 | 2 | -1 | -22 | -20 | -8 |
| 26 | Cc1cccc(NC(=O)c2cc(Cl)sc2Cl)c1C | -3 | -24 | -0.6 | -0.1 | -41 | -23 | 3 | -33 | -8 | -12 | -4 |
| 27 | Cc1ccc(-n2[nH]c3c4c(ccc3c2=O)C(=O)c2ccccc2C4=O)cc1 | 2 | 3 | -0.4 | 0.0 | -18 | -4 | -2 | -10 | -19 | 9 | 14 |
| 28 | O=C(O/N=C/C1=C(Cl)c2ccccc2CC1)c1ccc(F)cc1 | -5 | 3 | 7.1 | 0.0 | -21 | -3 | 0 | -9 | 17 | 2 | -15 |
| 29 | CNS(=O)(=O)c1cc(N(C)S(=O)(=O)c2ccc(C)cc2)c(C)cc1C | -9 | -4 | 0.4 | 0.0 | 22 | 8 | 0 | -25 | 12 | -9 | -26 |
| 30 | COc1ccc(S(=O)(=O)N(C)C)cc1NC(=O)CSc1nncs1 | -4 | -1 | 1.0 | -0.2 | 2 | 8 | 1 | -1 | -22 | 0 | 2 |
| 31 | COc1cccc(Nc2nc(-c3sc(NC(=O)c4ccco4)nc3C)cs2)c1 | x | -16 | 1.0 | -0.1 | 17 | -37 | -3 | -2 | 24 | 8 | -11 |
| 32 | CCc1ccc(Nc2nc(N)nc(CSc3nnnn3-c3ccccc3)n2)cc1 | -4 | x | 0.2 | -0.2 | 3 | -31 | 0 | -15 | 5 | -7 | -4 |
| 33 | CC(=O)c1ccc(N2CCN(C(=O)C3CCN(C(=O)Nc4ccccc4)CC3)CC2)cc1 | 14 | 11 | -0.1 | 0.1 | 8 | 2 | -1 | 3 | -26 | 11 | 8 |
| 34 | O=C(N/N=C/c1cn(Cc2ccccc2)c2ccccc12)c1cccnc1 | 4 | 18 | -1.7 | 2.3 | 18 | -17 | -1 | -17 | 4 | 54* | -9 |
| 35 | CCOC(=O)c1[nH]c2ccc(OC)cc2c1NC(=O)OC | -1 | -5 | 12 | 0.2 | 1 | 14 | 0 | -20 | 16 | 18 | -19 |
| 36 | CCCc1nc(SCC(=O)NNC(=O)C2CCCCC2)c2ccccc2n1 | 18 | -3 | -2.8 | 0.1 | 19 | 21 | 19 | 6 | -5 | 1 | -8 |
| 37 | CC1(C)Cc2c(sc3nc(C4CCCCC4)n(N)c(=O)c23)CO1 | -4 | 33 | 0.4 | 0.3 | -27 | -19 | 0 | -3 | 11 | -18 | -12 |
| 38 | CCOC(=O)C1CCCN(C(=O)c2ccc(CNc3c(N4CCC(C)CC4)c(=O)c3=O)cc2)C1 (centres undefined) | x | 2 | 4.0 | -0.1 | 9 | -2 | 1 | -35 | -14 | 1 | 11 |
| 39 | COC(=O)c1sc(NC(=O)COc2ccccc2OC)nc1C | -4 | 42 | 4.7 | 0.0 | -29 | -68 | 1 | -12 | -8 | 9 | 14 |
| 40 | CC(C)Cc1ccc(/C=C/C(=O)NC2CC2)cc1 | -81 | -70 | 0.0 | 0.4 | -292 | -242 | -2 | -105 | -8 | -18 | -3 |
| 41 | CCn1c(-c2ccc(F)cc2)n[nH]c1=S | 3 | 12 | -0.7 | 0.3 | 1 | 8 | 1 | -17 | -4 | -11 | 2 |
| 42 | COc1ccc(-n2c(SCc3ccccn3)nc3c(c2=O)SCC3)cc1OC | 3 | -14 | -0.7 | 0.0 | 9 | 5 | 4 | -25 | 12 | -7 | 1 |
| 43 | CCOC(=O)CSC1=NC(=O)/C(=C\c2ccc(OC(C)=O)cc2)S1 | 79* | -35 | -3.2 | -0.2 | 53* | 19 | 1 | -84 | 0 | -9 | 1 |
| 44 | COCCN(C(=O)c1csnn1)C(C(=O)NC1CCCCC1)c1ccc(Cl)cc1 (centres undefined) | 4 | -7 | 0.4 | 0.0 | -2 | 0 | 1 | -1 | -15 | -1 | 0 |
| 45 | CC(C)(C)[C@@H]1C=C(C(=O)N2CCN(Cc3ccccc3)CC2)O[C@H](OCc2ccc(CO)cc2)C1 | 6 | 18 | -0.3 | -0.1 | 13 | 14 | 2 | -5 | -34 | -9 | 15 |
| 46 | CCN(c1ccccc1)S(=O)(=O)c1cc(NC(=O)CN2CCN(C)CC2)ccc1Cl | -15 | 9 | -2.8 | 0.6 | -14 | 6 | x | -8 | -5 | 0 | -6 |
| 47 | COc1ccc(CNC(=O)CCC(=O)c2ccccc2)cc1 | 4 | -15 | -0.1 | 0.7 | 8 | 8 | -1 | -18 | 18 | 1 | -10 |
| 48 | COc1ccc(C(=O)OCc2cc(=O)oc3cc(C)ccc23)cc1S(=O)(=O)N1CCOCC1 | x | 14 | -0.8 | 0.0 | -27 | -50 | x | -34 | -16 | -47 | 13 |
| 49 | N#Cc1cnc2c(-c3ccccc3)c(-c3ccccc3)nn2c1N | 10 | -1 | -0.2 | 1.1 | 21 | 14 | 4 | -11 | 6 | 10 | 0 |
| 50 | CCOC(=O)c1ccccc1NC1OC(=O)c2ccccc21 (centres undefined) | 8 | 0 | -0.6 | 0.1 | 4 | 4 | 4 | -12 | -10 | -7 | 10 |
| 51 | CSCCC(NS(=O)(=O)c1ccc2c(c1)oc(=O)n2C)C(=O)NC1CCN(Cc2ccccc2)CC1 (centres undefined) | -18 | -10 | -0.4 | -0.1 | 17 | 11 | 0 | -24 | -13 | 9 | -7 |
| 52 | COc1ccc(-c2occ(C(=O)O)c2C(=O)O)cc1 | 7 | 7 | -2.2 | -0.2 | -11 | -9 | 1 | -16 | 1 | -4 | -3 |
| 53 | O=C(N/C(=C/c1ccc(Cl)cc1)c1nc2ccccc2[nH]1)c1ccco1 | -2 | 6 | 0.0 | 0.1 | -20 | -14 | -1 | 13 | -7 | -17 | -2 |
| 54 | COc1ccc(NC(=O)CSc2nnc3ccc(-c4cccnc4)nn23)cc1 | 11 | -20 | 0.2 | 0.0 | 7 | -7 | 2 | 14 | 12 | -3 | -21 |

Compound activity: PubChem BioAssay, several laboratories
